Bioassay records (PubChem BioAssay)
WT yeast gro inh – growth inhibition of WT yeast, mitochondrial fusion screen | 190,000 compounds, 2.1% hits | inhibition, % at 10 µM | mitochondrial fusion phenotypic screen, WT strain; in the data active = inhibition above about 58%; tested in S. cerevisiae
RSV antiviral HEp-2 – RSV antiviral activity via CPE protection, HEp-2 cells, primary 10 µM value included (AID 2391); HEp-2 cells, RSV-induced CPE inhibition; higher % means a stronger effect; one-dose CPE inhibition, % at 10 µM; IC50 in µM for titrated hits; 310,000 compounds, 0.13% hits; in the data active = a potency from the dose series; inconclusive = CPE inhibition mostly from about 23% at the one dose, without a potency; inactive = the rest, 99 in 100 with CPE inhibition below about 21%; note: strong numbers were not always called active
Myeloid diff 2 – promotes myeloid progenitor differentiation; calls only at 10 µM; 360,000 compounds, 1% hits; ER-HoxA9 myeloid progenitors, lysozyme-GFP differentiation, flow cytometry;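 active = normalized GFP-positive differentiation at or above the plate's own cutoff, the solvent-only control mean plus 3 SD; inconclusive = no clear call, values can overlap the other calls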;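 note: cells exposed to compound for four days before flow analysis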
SIAH1 antagonists – blockers of Siah-1 interaction with plectin peptide – biochemical, fluorescence polarization, rhodamine-plectin, uHTS, primary screen (AID 1817); displacement, % at 20 µM; hits with a dose series show IC50 in µM; Siah-1 / rhodamine-plectin peptide fluorescence polarization; higher % means a stronger effect; 290,000 compounds, 0.02% hits;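 active = displacement of at least 50% at 20 µM, with a fluorescence ratio check between 0.3 and a set limit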;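 note: plate controls were Siah plus tracer with DMSO for no effect and tracer alone without Siah for full effect; strong numbers were not always called active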
PMI inhibition – human PMI inhibitors, high substrate, primary screen, biochemical, fluorescence intensity, high mannose 6-phosphate (AID 1220). recombinant PMI enzyme, coupled fluorescence intensity; higher % means a stronger effect. 190,000 compounds, 0.66% hits. one-dose inhibition, % at 20 µM; IC50 in µM for titrated hits
TNAP activation fold – human TNAP enzyme activators, primary screen, biochemical, luminescent, no phosphate acceptor, uHTS (AID 1001). purified TNAP, luminescent activation assay, no phosphate acceptor; higher activation fold means a stronger effect. activation fold at 20 µM, or EC50 in µM where a hit was titrated. 200,000 compounds, 0.03% hits; in the data active = activation fold from about 3, or a potency from the dose series; inactive = the rest, 99 in 100 with activation fold below about 1.6; note: many of its hits are not listed in these tables
PMI inhibitors – MPI enzyme activity inhibition – biochemical, fluorescence intensity, coupled assay, primary screen (AID 1209); inhibition, % at 20 µM; hits with a dose series show IC50 in µM; purified PMI enzyme, coupled fluorescence intensity; higher % means a stronger effect; 190,000 compounds, 0.42% hits;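 note: plate controls were DMSO vehicle for no effect and wells lacking substrate for full effect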
XIAP displacement – small molecules displacing peptide from XIAP – biochemical, IAP family, fluorescence polarization (AID 1018). one-dose displacement, % at 20 µM; IC50 in µM for titrated hits. XIAP BIR domain, fluorescence polarization peptide displacement; higher % means a stronger effect. 200,000 compounds, 0.007% hits; in the data active = displacement above about 50%; note: a part of the inactive calls stands beside numbers as strong as those of hits
Salmonella PhoP GFP – inhibitors of PhoP regulon expression, primary screen, Salmonella Typhimurium, GFP reporter (AID 1863) | S. Typhimurium PhoP-regulated promoter GFP reporter, 4 h; higher % means a stronger effect | 300,000 compounds, 0.16% hits | inhibition, % at 50 µM; hits with a dose series show IC50 in µM;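 active = inhibition over 29.93%, a cutoff 3 SD above the screen mean, later confirmed by dose response; inconclusive = inhibition over 29.93% but no dose response follow-up; inactive = inhibition at most 29.93% or unconfirmed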;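 note: 0% = low Mg2+ inducing control and 100% = high Mg2+ repressing control; strong numbers were not always called active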
WT yeast gro inh mutant strain – second read-out of WT yeast gro inh, no call of its own (marks repeat the call); inhibition, %; mitochondrial fusion phenotypic screen, mutant strain inhibition
Myeloid diff 2 GFP+ MAC1+ % – second read-out of Myeloid diff 2, no call of its own (marks repeat the call); GFP+ MAC1+ double positive, %; measured here: differentiation confirmed by MAC1 staining
Numbers without * were called inactive; i = inactive; ? = inconclusive; . = not tested or not shown; + = active, no number; & = joins results of further samples. Cut-off read from the data, not from the text of the source, unless noted: active = inhibition above about 50%; inactive = the rest. Random draw from the library, and some 3.1% of all compounds hit somewhere here.

1: CCc1ccc(-c2ccc(C(=O)C(F)(F)F)[nH]2)cc1
2: O=C(O)CONC(=O)c1cc(OCC(F)(F)F)ccc1OCC(F)(F)F
3: Cc1nc(NCc2ccccn2)c2c3c(sc2n1)CCCC3
4: O=C(N1CCN(CCO)CC1)N1c2ccccc2C=Cc2ccccc21
5: O=C(C[n+]1ccccc1)N/N=C/c1cccs1
6: Cc1cc(C)nc(S/C=C/C(=O)c2ccccc2)n1

Compound	1	2	3	4	5	6
WT yeast gro inh	-2.7	-2.6	19.7	0.9	-7.8	.
WT yeast gro inh mutant strain	-0.3	2.1	3.0	13.3	-1.4	.
RSV antiviral HEp-2	2.4%	0.6%	1.2%	0.0%	1.0%	5.4%
Myeloid diff 2	i	i	+	i	i	?
Myeloid diff 2 GFP+ MAC1+ %	0.7	0.4	2.0*	0.6	0.3	.
SIAH1 antagonists	-4.0%	0.1%	9.1%	0.4%	6.1%	-1.6%
PMI inhibition	8.3%	6.3%	.	13.9%	-14.0%	.
TNAP activation fold	1	1	1.2	1.1	1	.
PMI inhibitors	0.0%	2.9%	.	1.2%	-8.1%	.
XIAP displacement	-6.6%	-1.0%	-4.8%	-3.3%	-4.0%	.
Salmonella PhoP GFP	0.1%	-2.3%	6.5%	-9.1%	7.3%	-4.5%

7: COc1cccc(N2C(=O)CC(N3CCN(CCN=CC4=C(O)CC(C)(C)CC4=O)CC3)C2=O)c1 (stereo unspecified)
8: COCC1CCN(C(=O)C2CCC(=O)N(C3CCCC3)C2)CC1 (stereo unspecified)
9: CCOc1ccc(C(=O)N2CCN(C(=O)c3ccco3)CC2)cc1OCC
10: Cc1cc(C)nc(NS(=O)(=O)c2ccc(N)cc2)n1
11: O=C1CCc2cc(S(=O)(=O)N3CCCC3C(=O)N3CCN(c4ccccc4F)CC3)ccc2N1 (stereo unspecified)
12: O=C1CN(C(=O)COc2c(F)c(F)cc(F)c2F)c2ccccc2N1

Compound	7	8	9	10	11	12
WT yeast gro inh	-0.3	.	-6.6	-0.3	2.7	.
WT yeast gro inh mutant strain	-19.2	.	-0.4	-9.3	3.3	.
RSV antiviral HEp-2	2.0%	6.7%	0.7%	0.4%&0.7%	-0.5%	2.5%
Myeloid diff 2	i	i	i	i	i	i
Myeloid diff 2 GFP+ MAC1+ %	0.1	1.4	2.8	1.9	7.1	0.5
SIAH1 antagonists	0.8%	-0.7%	4.9%	3.2%	-1.9%	6.6%
PMI inhibition	-4.6%	.	13.0%	-7.0%	6.8%	.
TNAP activation fold	1	.	1.1	1.1	1.1	.
PMI inhibitors	-1.1%	.	12.6%	-9.1%	5.5%	.
XIAP displacement	-2.4%	.	-3.1%	-6.4%	-3.5%	.
Salmonella PhoP GFP	6.1%	1.2%	2.5%	-3.0%&-3.9%	-3.2%	0.4%

13: CC(C)(C)c1ccc(-c2csc(NNC3=NCCCCC3)n2)cc1
14: CCOC(=O)N1CCN(Cc2c(O)ccc3ccccc23)CC1
15: CC(C)Cc1nc2oc3c(=O)[nH]cnc3c2c2c1CCCC2
16: CCCSc1nc2sc3c(c2c(=O)[nH]1)CC(C)(CC)OC3 (stereo unspecified)
17: c1nnc2c3c4c(sc3ncn12)CCCC4
18: O=C(NCCC1=CCCCC1)C1CCCN(S(=O)(=O)c2cccnc2)C1 (stereo unspecified)

Compound	13	14	15	16	17	18
WT yeast gro inh	39.9	.	7.5	.	-2.2	12.6
WT yeast gro inh mutant strain	40.5	.	-1.3	.	0.9	5.9
RSV antiviral HEp-2	3.2%	1.1%	2.9%	2.2%	.	-0.6%
Myeloid diff 2	i	i	i	i	.	i
Myeloid diff 2 GFP+ MAC1+ %	0.7	1.1	0.4	0.5	.	2.3
SIAH1 antagonists	0.8%	4.7%	1.1%	-3.9%	6.3%	-0.6%
PMI inhibition	-10.2%	.	-10.2%	.	7.1%	5.1%
TNAP activation fold	1	.	1	.	1.1	1.1
PMI inhibitors	10.0%	.	-11.3%	.	7.8%	3.0%
XIAP displacement	-2.0%	.	-17.4%	.	-3.0%	-5.3%
Salmonella PhoP GFP	-7.8%	11.6%	-4.5%	-6.3%	-5.1%	4.5%

19: O=C(Nc1cc(S(=O)(=O)N2CCCCC2)ccc1Cl)c1ccccc1NS(=O)(=O)c1ccc(F)cc1
20: CCOC(=O)c1c(CN2CCN(CC#N)CC2)n(C)c2cc(Br)c(OC)cc12
21: COc1ccc(S(=O)(=O)N(CCc2ccccc2)CC(=O)N2CCOCC2)cc1
22: Cc1cc(=O)[nH]c(SCC(=O)C23CC4CC(CC(C4)C2)C3)c1C#N
23: COc1cc(CN(C2CCCCC2C)S(=O)(=O)c2ccc(S(=O)(=O)NC3CC3)cc2)cc(OC)c1OC (stereo unspecified)
24: CC1CCC(NC(=O)C2CCN(S(=O)(=O)c3cccc4nonc34)CC2)CC1 (stereo unspecified)

Compound	19	20	21	22	23	24
WT yeast gro inh	71.7*	.	-3.4	-3.5	23.8	.
WT yeast gro inh mutant strain	22.0*	.	-0.4	-14.6	-3.7	.
RSV antiviral HEp-2	4.5%	-1.5%	0.7%	4.4%	10.0%	0.7%
Myeloid diff 2	i	i	i	i	i	i
Myeloid diff 2 GFP+ MAC1+ %	1.4	0.7	1.7	0.7	0.3	1.2
SIAH1 antagonists	5.6%	0.6%	2.6%	5.7%	-1.7%	-1.7%
PMI inhibition	4.9%	.	2.7%	-10.9%	9.8%	.
TNAP activation fold	1	.	1	1.2	0.8	.
PMI inhibitors	4.4%	.	-9.8%	1.1%	15.8%	.
XIAP displacement	-8.2%	.	-2.0%	-7.1%	-8.0%	.
Salmonella PhoP GFP	13.6%	-0.3%	1.3%	-1.3%	7.2%	-1.6%

25: O=C(CNC(=O)C(c1ccccc1)c1ccccc1)N/N=C/c1ccc(O)cc1O
26: Cc1cc(=O)oc2c3c(ccc12)OC/C3=N/N
27: Cc1ccc(-n2nnnc2SCC(=O)NNC(=O)c2ccco2)c(C)c1
28: O=C(NCc1ccc2c(c1)OCO2)c1ccc(Br)cc1
29: COc1cccc(N2CC(C)Cn3c2nc2c3c(=O)n(CCN3CCOCC3)c(=O)n2C)c1 (stereo unspecified)
30: CC(C)(C)c1cc(CCC(=O)NNC(=S)NC(=O)c2ccccc2)cc(C(C)(C)C)c1O

Compound	25	26	27	28	29	30
WT yeast gro inh	.	.	-5.9	.	-14.2	12.0
WT yeast gro inh mutant strain	.	.	-17.9	.	0.1	-56.6
RSV antiviral HEp-2	?	2.0%	-0.1%	0.6%	-1.6%	-1.1%
Myeloid diff 2	i	i	i	i	i	i
Myeloid diff 2 GFP+ MAC1+ %	0.2	0.5	0.8	0.1	4.5	0.0
SIAH1 antagonists	-6.3%	0.4%	2.0%	-1.8%	2.4%	1.0%
PMI inhibition	.	.	2.4%	.	4.2%	-38.3%
TNAP activation fold	.	.	1.1	.	1.1	1.1
PMI inhibitors	.	.	5.1%	.	1.3%	0.3%
XIAP displacement	.	.	-3.6%	.	-5.7%	-4.8%
Salmonella PhoP GFP	1.8%	-9.8%	-1.1%	-1.6%	5.4%	12.2%

31: COc1ccc(OC)c(-c2csc(N(Cc3ccco3)C(=O)c3ccco3)n2)c1
32: O=C(NCc1cccnc1)C(=O)NCC1OCCN1S(=O)(=O)c1ccc(F)cc1 (stereo unspecified)
33: Cc1nc(N2CCCCC2)nc(N2CCCCC2)c1C=O
34: O=S(=O)(NCC(c1cccnc1)N1CCOCC1)c1cccs1 (stereo unspecified)
35: CCNc1nc(CN2CCOCC2)nc2sc3c(c12)CCC3
36: O=C(c1ccc(F)cc1Cl)N1CCN(S(=O)(=O)c2cccs2)CC1

Compound	31	32	33	34	35	36
WT yeast gro inh	8.6	-7.8	2.4	-0.2	-2.0	.
WT yeast gro inh mutant strain	-3.3	-26.5	11.0	-8.5	0.1	.
RSV antiviral HEp-2	-0.2%	0.3%	-0.4%	-0.1%	2.8%	0.6%
Myeloid diff 2	i	i	i	i	i	i
Myeloid diff 2 GFP+ MAC1+ %	0.5	2.1	0.5	1.8	1.1	0.5
SIAH1 antagonists	10.8%	-7.6%	-3.8%	-2.2%	-0.1%	9.8%
PMI inhibition	11.7%	-20.0%	10.5%	-9.5%	13.7%	.
TNAP activation fold	1.1	1	1	1	1.1	.
PMI inhibitors	12.0%	-19.6%	1.4%	-10.0%	16.3%	.
XIAP displacement	-2.2%	-9.5%	-4.3%	-3.9%	-8.0%	.
Salmonella PhoP GFP	7.0%	-0.3%	-9.1%	0.6%	-18.6%	11.7%

37: CC(C)C(=O)Nc1cc2c3c(c1)CCN3C(=O)CC2
38: CCCCC(Sc1nc(N)c(NC(=O)c2ccco2)c(=O)[nH]1)C(=O)O (stereo unspecified)
39: O=C(Nc1ccc2ccccc2c1)c1ccccc1F
40: O=CC1=C(N2CCOCC2)/C(=C\c2ccccc2)CC1
41: O=C(Nc1ccc(S(=O)(=O)Nc2nccs2)cc1)c1ccc(F)cc1
42: COc1ccc(CCNC(=O)c2cc(S(=O)(=O)N(C)C)ccc2N2CCCC2)cc1OC
43: COc1ccccc1N1CCN(CC(=O)N2CCCC2)CC1

Compound	37	38	39	40	41	42	43
WT yeast gro inh	.	.	.	2.9	.	.	-4.3
WT yeast gro inh mutant strain	.	.	.	12.6	.	.	-5.5
RSV antiviral HEp-2	5.9%	0.6%	2.7%	0.9%	3.1%	-0.2%	-0.1%
Myeloid diff 2	i	i	i	i	i	i	i
Myeloid diff 2 GFP+ MAC1+ %	4.3	0.8	0.1	0.8	1.2	0.8	0.8
SIAH1 antagonists	7.2%	-1.4%	-2.7%	7.4%	5.6%	0.4%	20.9%
PMI inhibition	.	.	.	-1.6%	.	.	5.7%
TNAP activation fold	.	.	.	0.9	.	.	1.1
PMI inhibitors	.	.	.	-22.7%	.	.	-2.4%
XIAP displacement	.	.	.	-4.8%	.	.	-2.2%
Salmonella PhoP GFP	1.8%	-1.0%	-4.6%	2.0%	0.1%	7.9%	6.2%
